hcGAS lum: blocks human cGAS activity; recombinant h-cGAS, ATP depletion, Kinase-Glo luminescence; inhibition, % at 12.5 µM; hit rate 0.081% among 290,000; AID 1259398;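 further: 0% = vehicle reaction and 100% = reaction without DNA for no activity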
Target sequence (Q8N884 whole entry, looked up): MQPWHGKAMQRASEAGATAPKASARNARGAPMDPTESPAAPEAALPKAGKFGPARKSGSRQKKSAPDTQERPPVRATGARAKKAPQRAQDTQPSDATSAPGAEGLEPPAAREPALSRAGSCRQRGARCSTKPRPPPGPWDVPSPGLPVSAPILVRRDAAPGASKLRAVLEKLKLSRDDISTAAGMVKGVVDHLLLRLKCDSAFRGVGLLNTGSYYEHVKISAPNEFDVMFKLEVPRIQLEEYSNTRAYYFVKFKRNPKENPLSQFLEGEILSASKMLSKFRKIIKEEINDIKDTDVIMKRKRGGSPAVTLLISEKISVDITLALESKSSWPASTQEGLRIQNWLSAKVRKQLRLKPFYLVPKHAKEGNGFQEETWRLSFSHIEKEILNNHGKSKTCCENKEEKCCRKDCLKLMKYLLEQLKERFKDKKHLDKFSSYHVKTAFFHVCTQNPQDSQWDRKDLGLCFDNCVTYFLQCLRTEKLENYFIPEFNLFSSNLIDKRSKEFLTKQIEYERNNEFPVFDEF
mcGAS lum: blocks mouse cGAS activity; Q8C6L5; recombinant cGAS, Kinase-Glo ATP depletion luminescence; inhibition, % at 12.5 µM; hit rate 0.15% among 160,000;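 further: 0% = negative control wells and 100% = reference inhibitor with no enzyme activity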
NPYLR7 agonist: mosquito NPYLR7 agonism | HEK293T NPYLR7/Galpha15, GCaMP6s calcium fluorescence | activation, % at 10 µM | hit rate 0.15% among 270,000 | AID 1259423; in the data active means activation above about 40%;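 further: 0% = vehicle and 100% = reference agonist at the receptor; some compounds past the cut are filed as inactive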
Numbers without * were called inactive; nt = not tested or not shown; & = joins results of further samples. Unless noted, no stated cut-off is given here; in the data, active means inhibition above about 40%; inactive means the rest. Not a hit list; about 0.29% have a hit in one of these screens.

SMILES | hcGAS lum | mcGAS lum | NPYLR7 agonist
CN(C(=O)c1cccnc1N1CCOCC1)C1Cc2ccccc2C1 | -6 | nt | -8
COc1ccc(-c2nn3c(Cc4ccc(OC)c(OC)c4)nnc3s2)c(OC)c1 | -3 | nt | 0
Cc1nc(Cl)c(C#N)c(C)c1[N+](=O)[O-] | -5 | nt | 2
CC(=O)c1ccc(NC(=O)O[C@@H]2CO[C@H]3[C@@H]2OC[C@@H]3Nc2nccc(-c3ccco3)n2)cc1 | -5 | -7 | -8
Nc1cccc(C(=O)N2CCOCC2)c1Nc1ccccc1 | -2 | -5 | -2
CC(C)(C)n1nc2c(c1NC(=O)c1ccc(Cl)cc1Cl)CSC2 | -4 | -6 | -3
CCc1ccc(CN(C)C(=O)c2cc(COc3ccc(-n4cncn4)cc3)on2)cc1 | 3 | nt | 6
Cc1cc(C)cc(-n2c(SCC(=O)NC3CCCC3)nc3c(c2=O)SCC3)c1 | -4 | -7 | -4
CCc1cc(NC(=O)C2CCC(=O)N2Cc2ccc(C)cc2)n(C)n1 (stereo not given) | -9 | nt | -24
CC(C)(C)c1ccc(C(=O)N2CCC2(C)C(=O)NS(=O)(=O)c2ccc(Cl)cc2)cc1 (stereo not given) | -9 | nt | 1
COc1ccc(NC(C)=O)cc1NC(=O)c1ccc(N2CCCCS2(=O)=O)cc1 | -6 | nt | -3
O=C(c1cn(C/C=C/c2ccccc2)nn1)N1CCC(C(O)c2cccs2)CC1 (stereo not given) | -2 | nt | 12
COCCNC(=O)c1ccc(CSc2nnc(-c3ccc(C)cc3)n2-c2ccc(F)cc2)cc1 | 0 | -4 | 10
O=S(=O)(c1ccccc1Cl)N1CCC(Cc2ccc(-c3ccccc3)cc2)CC1 | -6 | -6 | 1
CCOc1ccc(-c2cccc(NS(=O)(=O)c3ccccc3C(F)(F)F)c2)nn1 | -8 | -8 | -1
Cc1nc(-n2nc(-c3ccco3)cc2NC(=O)c2cc3ccccc3o2)[nH]c(=O)c1C | 3 | nt | 2
CCC(CC)C(=O)N1CC[C@H](O)C[C@@H]1C(=O)O | -2 | nt | -2
CC(NC(=O)C1(c2cccc(C(F)(F)F)c2)CCCC1)c1ccc2c(c1)CCC(=O)N2 (stereo not given) | -5 | -17 | 21
CCOC(=O)c1sc2nc(CN3CCOCC3)nc(NCCCN3CCCCC3)c2c1C | -13 | -4 | 9
O=C(CCSc1ccc2c(c1)OCCO2)NCC1CCS(=O)(=O)C1 (stereo not given) | 1 | -1 | 3

Shown with two lines to a compound: part of the list above
Each structure is followed by: hcGAS lum, mcGAS lum, NPYLR7 agonist
CCOc1ccc(-c2cccc(NS(=O)(=O)c3ccccc3C(F)(F)F)c2)nn1
  -8, -8, -1
Cc1cc(C)cc(-n2c(SCC(=O)NC3CCCC3)nc3c(c2=O)SCC3)c1
  -4, -7, -4

(listing goes on)
SMILES | hcGAS lum | mcGAS lum | NPYLR7 agonist
COc1ccc(Cl)cc1Nc1nnc(-c2cc3c(ccc4ccccc43)oc2=O)s1 | -6 | -5 | 59*
COc1cc2c(cc1O)[C@@H](Cc1ccc(O)cc1)[N+](C)(C)CC2 | -2 | nt | 6
CN1C(=O)[C@H](OC(N)=O)[C@@H](C(=O)Nc2ccccc2)C12CCN(C(=O)NCc1ccccc1)CC2 | -3 | -4 | 15
COc1ccc(C(=O)NC2CCC(NC(=O)[C@H]3CCCN3C(=O)c3ccc(Cl)cc3)CC2)cc1 (stereo not given in full) | -2 | -5 | 21
CC(C)CCS(=O)(=O)NCc1sccc1Br | -8 | nt | 8
COc1ccc(-n2c(C(C)N(CC(C)C)C(=O)NC34CC5CC(CC(C5)C3)C4)nc3cc(Cl)ccc3c2=O)cc1 (stereo not given) | -8 | -6 | nt
CCOC(C)C(=O)Nc1ncc(C)[nH]1 (stereo not given) | -6 | nt | 4
Cc1cccn2cc(CC(=O)NC3CCCCCCC3)nc12 | -4 | nt | 3
CC(=O)c1ccc(NC(=O)CN2CCN(Cc3nc(C(C)(C)C)cs3)CC2)cc1 | -3 | -10 | -18
COc1ccccc1-c1nc2c(Br)cc(Br)cn2c1Nc1c(C)cccc1C | -7 | -9 | 3
Cc1noc2nc(-c3ccccc3F)cc(C(=O)N(C)C3(C#N)CCC3)c12 | -10 | nt | 11
COc1ccc(N2C(=O)C(c3c(C(C)C)[nH]n(-c4ccc(Cl)c(Cl)c4)c3=O)=C([n+]3ccccc3)C2=O)cc1 | -12 | -10 | -3
CCCCc1csc(C(=O)Nc2cc(C(N)=O)ccc2Cl)n1 | -9 | nt | 4
O=C(NC1CCN(c2ccccc2C(=O)NCc2ccncc2)CC1)c1ccc(F)cc1 | -2 | 0 | 2
O=C(NC1CC1)C(c1ccccc1)N1CCN(S(=O)(=O)c2cccc(Cl)c2)CC1 (stereo not given) | 3 | nt | -9
CCCNC(=O)CNS(=O)(=O)N1CCCCCC1 | 6 | nt | -3
Cc1ccc2cccc(OCCNC3CCN(C(=O)C(C)C)CC3)c2n1 | 1 | nt | -5
O=C1NC2(CCN(C(=O)c3ccccc3Br)CC2)Nc2cccc(Cl)c21 | -3 | -4 | -1
CC(C)Cn1c2c(=O)n(C)c(=O)n(C)c2n2c(-c3ccc(OCc4ccccc4)cc3)nnc12 | -6 | nt | 6
Fc1ccc(C2c3cccn3CCCN2Cc2ccc(Cl)cc2)cc1F (stereo not given) | -4 | -6 | 25

In a second layout: four of the compounds above
COc1ccc(-n2c(C(C)N(CC(C)C)C(=O)NC34CC5CC(CC(C5)C3)C4)nc3cc(Cl)ccc3c2=O)cc1 (stereo not given)
  hcGAS lum: -8	mcGAS lum: -6	NPYLR7 agonist: nt
CCOC(C)C(=O)Nc1ncc(C)[nH]1 (stereo not given)
  hcGAS lum: -6	mcGAS lum: nt	NPYLR7 agonist: 4
Cc1cccn2cc(CC(=O)NC3CCCCCCC3)nc12
  hcGAS lum: -4	mcGAS lum: nt	NPYLR7 agonist: 3
CC(=O)c1ccc(NC(=O)CN2CCN(Cc3nc(C(C)(C)C)cs3)CC2)cc1
  hcGAS lum: -3	mcGAS lum: -10	NPYLR7 agonist: -18

Two entries drawn at random from those above:
SMILES | hcGAS lum | mcGAS lum | NPYLR7 agonist
COc1ccc(C(=O)NC2CCC(NC(=O)[C@H]3CCCN3C(=O)c3ccc(Cl)cc3)CC2)cc1 (stereo not given in full) | -2 | -5 | 21
COc1cc2c(cc1O)[C@@H](Cc1ccc(O)cc1)[N+](C)(C)CC2 | -2 | nt | 6

Carrying on:
SMILES | hcGAS lum | mcGAS lum | NPYLR7 agonist
CC(C)(C)c1ccnc2nc(N3CCN(C(=O)c4cccnc4Cl)CC3)nn12 | -5 | -6 | 5
COc1ccccc1NC(=O)N1CCSC1c1ccc(C(F)(F)F)cc1 (stereo not given) | -9 | -6 | -4
COC(=O)c1sc(NC(=O)C2COc3ccccc3O2)c(C(=O)OC)c1C (stereo not given) | -6 | nt | -6
O=C(N=C1N=C2C=CC(Br)=CN2Cc2ccccc21)C1CCCCC1 | -5 | -6 | -2
O=C(COc1ccc(Cl)cc1)N1CCN(S(=O)(=O)c2ccccc2Br)CC1 | -11 | -7 | 12
CN1CCC(N2CCC(NC(=O)c3cnc[nH]3)CC2)CC1 | -8 | -5 | nt
O=C1N(CCc2ccccc2)CCCC1(O)CNCc1cccc(F)c1F (stereo not given) | -1 | -3 | -2
Cc1ccc(S(=O)(=O)N(C)N(C(=O)c2ccccc2)C2=NS(=O)(=O)c3ccccc32)cc1 | -6 | -7 | -19
CCN(CC)c1nc(N)cc(N(C)CC(=O)OC)n1 | 1 | 1 | nt
CCSCCOC(=O)C1=C(C)NC(=O)NC1c1ccc2c(c1)OCO2 (stereo not given) | 4 | -6 | 4
COC(=O)CCCCC(=O)N1CCN(C(c2ccccc2)c2ccc(Cl)cc2)CC1 (stereo not given) | 1 | 0 | -6
CCOc1ccc(CN2CCCn3cccc3C2c2cc(F)ccc2F)cc1 (stereo not given) | -7 | -5 | 0
NC(=O)c1ccc(-c2cnn3cccnc23)cc1 | -1 | nt | 13
CC(C)N(Cc1cccc(OS(=O)(=O)c2cccc(C(F)(F)F)c2)c1)C(=O)Nc1cccc(Cl)c1Cl | -8 | -6 | 4
Cc1cc(C(=O)N2CCC3(CN(C)C(=O)O3)C2)c2c(C)nn(C)c2n1 (stereo not given) | -5 | nt | 24
CC1=C(C(=O)OCC(C)C)C(c2ccccc2Cl)NC(=O)N1C (stereo not given) | -10 | -3 | -2
Cc1ccc(NC2CCN(C(=O)CS(=O)(=O)C(C)C)CC2)nn1 | -5 | nt | 4
CN(Cc1ncc[nH]1)c1nc(-c2cccnc2)nc2c1cnn2C | -2 | nt | 3
Cc1cc(C(F)(F)F)nc(CCNC(C)Cn2cncn2)n1 (stereo not given) | -6 | nt | 7
CNC(=O)c1cc(OC)c2ccccc2n1 | -5 | -3 | 0
O=C(NN1C(=O)NC2(CCCCC2)C1=O)C1COc2ccccc2O1 (stereo not given) | -2 | nt | 0
CCn1cncc1CNC(=O)c1cn(CC2CCCNC2)nn1 (stereo not given) | -5 | -17 | 33
NC(=O)[C@@H]1Cc2ccccc2N1S(=O)(=O)c1ccc(S(=O)(=O)N2CCCCC2)cc1 | -5 | nt | -4
CC1CCc2nc(NC(=O)c3ccc(F)cc3)sc2C1 (stereo not given) | -2 | -7 | 8
O=S(=O)(c1cccc(C(F)(F)F)c1)N1CCN(c2nc(-c3ccccc3)nc3cc(Cl)ccc23)CC1 | -1 | 0 | 19
CCCC(C)NC(=O)CC1Sc2ccc(Cl)cc2NC1=O (stereo not given) | -1 | -5 | 2
CC(=O)N1CCCC(S(=O)(=O)Oc2cccc(F)c2)C1 (stereo not given) | -8 | nt | 5
COCCNC(=O)c1ccc(Cn2c(=O)n(-c3ccccc3OC)c(=O)c3ccccc32)cc1 | -5 | -10 | nt
CC(=O)c1sc(NC(=O)Cn2[nH]c(=O)ccc2=O)nc1C | 7 | -1 | 4
c1ccc(Oc2ccc(-c3cnn4c(NCc5ccc6c(c5)OCO6)ccnc34)cc2)cc1 | -4 | -4 | -5
Cc1nc(C)c(Cc2cccc(C(F)(F)F)c2)c(N2CCN(C(=O)NC34CC5CC(CC(C5)C3)C4)CC2)n1 | -12 | -5 | -1
Cc1cccc(C(=O)N2CCC(C(NC(=O)c3ccc(F)cc3)C(=O)N3CCOCC3)CC2)c1 (stereo not given) | -7 | -4 | 4
O=C(CCc1nc2ccccc2c(=O)[nH]1)OCC(=O)N1CCSc2ccccc21 | -3 | nt | -4
CCCCC(=O)Nc1cc(C)nn1-c1nc(-c2ccc(C)cc2)cs1 | -7 | -10 | -10
CSCc1cccc(C(=O)Nc2cccnc2)c1 | -17 | nt | 2
COCCN(CC1CCCN(C2Cc3ccccc3C2)C1)C(=O)Cc1[nH]nc2ccccc12 (stereo not given) | -3 | -8 | 5
CC(C)NC(=O)NCC1CCN(C2CC(C)(C)NC(C)(C)C2)C1 (stereo not given) | -12 | -7 | nt
Cc1cc(-c2cccc(C(C)N3CCCC3)c2)cnc1N (stereo not given) | -2 | nt | -2
O=C(/C=C/c1ccco1)N1CCCC(CO)(CCc2ccccc2)C1 (stereo not given) | -5 | nt | -1
CSc1ccc2cc(CN(C)C(C)c3ccccn3)c(=O)[nH]c2c1 (stereo not given) | -5 | nt | 18
Cc1ccn(-c2ccc(NC3CC4CCC3O4)nn2)n1 (stereo not given) | -7 | nt | 7
CCc1cc(S(=O)(=O)NCc2ccc3c(c2)OCO3)ccc1OC | 3 | nt | -14
CCOC(=O)c1c(N=c2oc3ccc(OC)cc3cc2-c2nc3ccccc3[nH]2)sc2c1CCCC2 | 0 | 0 | -7
COc1cccc(-c2nc3c(c(SCC(=O)N4CCCCC4)n2)Cc2c(CO)cnc(C)c2O3)c1 | -13 | -9 | 27
CCOC(=O)c1cc(-c2cccc(NC(=O)c3cccnc3SC)c2)n(-c2ccccc2OC)n1 | -3 | -7 | 33
CCC(NS(=O)(=O)c1ccccc1)c1ccccc1OCC(=O)NC (stereo not given) | -8 | nt | 4
Cc1ccc2nc(N3CCC4(CC3)OCCO4)n3c(-c4ccccc4)nnc3c2c1 | -6 | -5 | nt
COc1ccc(-n2ncc(Oc3cccc(OC)c3)c(Nc3ccc(C(=O)O)cc3)c2=O)cc1 | -4 | -4 | 11
CC(=O)NCc1nnnn1C1CCCCC1 | -7 | -8 | 1
CN1CCCC2(CCN(C(=O)c3cc4c(s3)CCCCC4)C2)C1=O (stereo not given) | 0 | nt | -1
O=C(c1ccccc1OCc1cccnc1)N1CCC(O)(c2ccc(Br)cc2)CC1 | 4 | nt | -7
CCOc1ccc(-c2ccc(OCCNC(=O)CCCc3ccccc3)nn2)cc1 | -8 | -6 | 0
C=CCN(CC(=O)N1CCc2sccc2C1c1ccc(C(C)(C)C)cc1)C(=O)COCc1ccccc1 (stereo not given) | 5 | -4 | -3
CSc1ccc2nc(N3CCN(C(=O)c4snnc4C)CC3)sc2c1 | 1 | 1 | 10
Cc1ccc(S(=O)(=O)Nc2ccc(Nc3nccn4c(-c5cc(C(F)(F)F)cc(C(F)(F)F)c5)cnc34)cc2)cc1 | -3 | -3 | 4
O=C1CC(c2cccc([N+](=O)[O-])c2)Sc2nc(C34CC5CC(CC(C5)C3)C4)nn21 (stereo not given) | -8 | nt | 6
N#CCCN(CCC#N)c1scc[n+]1Cc1ccccc1 | 4 | nt | 6
CCNC(=O)c1ccccc1-c1cc(OC)ccc1F | -1 | -10 | 6
O=C(c1cc(-c2ccsc2)n[nH]1)N1CCOC(Cc2ccccc2)C1 (stereo not given) | -12 | nt | 0
O=C(CC1CC2CCC1C2)NC(c1ccccc1)c1ccncc1 (stereo not given) | -8&-5 | nt | 2&6
Cc1cc(C)nc(N=Nc2c(O)[nH]c3ccc(Br)cc23)n1 | -3 | nt | -3
Cc1ccc2ncn(C3CCN(C(=O)CCc4cccs4)CC3)c2c1 | -4 | -5 | 8

Screening data as filed in PubChem.
